# POLH inh – qHTS for Inhibitors of Polymerase Eta | DNA polymerase eta (Homo sapiens), Q9Y253 | recombinant Pol eta, fluorescent DNA replication assay | Potency, µM (series often up to 114 µM), without a hit: top-dose activity change, negative = inhibition, most hits filed as inhibitors | actives 1.2% (n = 390,000) | AID 588591, 2011; note: potency is the fitted concentration of half-maximal effect; % is set by controls: 0 for no effect and ±100 for the full control effect
#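 Pol eta (10 nM) was preincubated with compounds for 15 min at room temperature, after which fluorescent replication substrate (50 nM final) was added to start the reaction. Fluorescence was read kinetically at 0 and 10 min.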
# Glioma ERSR ind – qHTS for Inducers of the Endoplasmic Reticulum Stress Response (ERSR) in Human Glioma: qHTS; U87-MG GRP78 promoter luciferase reporter, 16 h; Potency, µM, for the others: at the highest dose activation, usual class: activators; actives 0.02% (n = 420,000); AID 602332, 2012; note: potency is the fitted concentration of half-maximal effect; series mostly up to about 76 µM; % of control where 0% means no effect; nearly all actives have a fitted effect of over 35% in size
#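 ERSR induction read as luciferase luminescence (Bright-Glo, 10 min at room temperature) in stably transfected human U87-MG glioma cells exposed to compounds for 16 h, using GRP78 as sensor.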
# POLK inh – qHTS for Inhibitors of Polymerase Kappa | purified Pol kappa, fluorescent DNA synthesis assay, 10 min | Potency, µM (top dose mostly 107 µM), for inactives: top-dose activity, negative = inhibition, actives largely listed as inhibitors | DNA polymerase kappa (Homo sapiens), Q9UBT6 | actives 0.53% (n = 400,000); note: potency is the fitted concentration of half-maximal effect; % is set by controls: 0 for no effect and ±100 for the full control effect
#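 Inhibition of 10 nM Pol kappa is measured by a fluorescent read-out at 0 and 10 min following addition of 50 nM substrate (final), with a 15-min room-temperature compound preincubation.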
# POLI inh – qHTS for Inhibitors of Polymerase Iota; DNA polymerase iota (Homo sapiens), Q9UNA4; Potency, µM (series often up to 115 µM), for inactives: at the top dose activity, negative = inhibition, most hits filed as inhibitors; Pol iota fluorescent replication assay, 10 min; actives 1% (n = 390,000); note: potency is the fitted concentration of half-maximal effect
#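 Fluorescent replication assay read twice, at 0 min and 10 min after adding 50 nM (final) substrate. Enzyme (10 nM) and compounds were first incubated 15 min at room temperature; enzyme-free buffer wells were negative controls.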
# Anesthetic bind – qHTS Assay for Identification of Novel General Anesthetics. apoferritin/1-aminoanthracene competitive binding, fluorescence. Potency, µM (titrated, usually from 77.5 µM), for the others: at the highest dose activity change, negative = displacement, hits mostly inhibitors. AID 485281, 2010. actives 0.074% (n = 350,000). Ferritin light chain (Equus caballus), P02791; note: potency is the fitted concentration of half-maximal effect; % is set by controls: 0 for no effect and ±100 for the full control effect; nearly all actives have a fitted effect of over 20% in size
# Target sequence (P02791 2-175 limits assumed): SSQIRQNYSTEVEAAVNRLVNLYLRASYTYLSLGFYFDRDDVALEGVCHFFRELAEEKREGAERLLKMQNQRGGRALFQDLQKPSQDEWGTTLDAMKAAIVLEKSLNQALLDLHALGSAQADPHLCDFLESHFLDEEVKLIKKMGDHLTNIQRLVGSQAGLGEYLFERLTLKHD
#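 Apoferritin-based anesthetic binding model; compound displacement of fluorescent 1-AMA measured as endpoint fluorescence after 10 minutes at room temperature, scaled to free-ligand and complex controls.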
# BLM inh – qHTS Assay for Inhibitors of Bloom's syndrome helicase (BLM); AID 2528, 2010; actives 0.2% (n = 350,000); RecQ-like DNA helicase BLM (Homo sapiens), P54132; Potency, µM (doses to about 56.1 µM), without a hit: at the highest dose activity change, negative = inhibition, hits mostly inhibitors; recombinant BLM DNA unwinding, fluorescence dequenching;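 note: potency is the fitted concentration of half-maximal effect; plate controls were vehicle for no effect and no enzyme for full effect; nearly all actives have a fitted effect of over 35% in size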
# LDHA inh – qHTS assay for inhibitors of human lactate dehydrogenase; AID 1347041, 2019; actives 0.15% (n = 480,000); purified LDHA, NADH/diaphorase-resazurin fluorescence; hits give low values; L-lactate dehydrogenase A chain (Homo sapiens), P00338; activity change, % (values are at about 110 or 230 µM); in the data active = activity change below about -30%; inconclusive = mostly about -25% to -30%;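 note: plate controls were DMSO wells for no effect and wells without enzyme for full effect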
#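 Human LDH5 (2 nM) was incubated with 0.06 mM NADH and 0.2 mM pyruvate for 5 min at room temperature in Tris pH 7.4. Remaining NADH was coupled through diaphorase/resazurin, and resorufin fluorescence was read at 0 and 20 min.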
# APE1 inh – qHTS Assay for Inhibitors of the Human Apurinic/apyrimidinic Endonuclease 1 (APE1) | DNA repair nuclease/redox regulator APEX1 (Homo sapiens), P27695 | recombinant APE1, TAMRA/BHQ-2 abasic DNA cleavage fluorescence | Potency, µM (top dose mostly 65.8 µM), inactives show at the highest dose activity change, negative = inhibition, usual class: inhibitors | actives 0.35% (n = 350,000);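 note: potency is the fitted concentration of half-maximal effect; plate controls were vehicle for no effect and reference inhibitor for full effect; nearly all actives have a fitted effect of over 55% in size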
# Target sequence (P27695 whole entry, looked up): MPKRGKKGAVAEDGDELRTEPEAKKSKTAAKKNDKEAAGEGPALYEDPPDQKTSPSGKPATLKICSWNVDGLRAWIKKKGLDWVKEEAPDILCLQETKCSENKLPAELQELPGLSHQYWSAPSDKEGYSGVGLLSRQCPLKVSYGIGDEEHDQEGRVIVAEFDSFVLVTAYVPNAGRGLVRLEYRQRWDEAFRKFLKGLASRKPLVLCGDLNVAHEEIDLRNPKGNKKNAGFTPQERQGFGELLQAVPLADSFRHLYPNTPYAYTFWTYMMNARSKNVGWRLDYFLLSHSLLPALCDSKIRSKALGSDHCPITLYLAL
#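 0.75 nM APE1 + cpd, 15 min RT; start w/ 50 nM TAMRA/BHQ-2 THF-abasic dsDNA; kinetic fluor 525/598 nm ×3 reads @60 s; Δ(read3−read1); normalized to DMSO and NSC13755 control wells.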
# Pol beta inh – qHTS Assay for Inhibitors of DNA Polymerase Beta; P06746; Pol beta primer extension/strand displacement, fluorescence kinetic; Potency, µM (series often up to 114 µM), inactives show at the highest dose activity change, negative = inhibition, actives largely listed as inhibitors; actives 1.3% (n = 340,000); AID 485314, 2010; note: potency is the fitted concentration of half-maximal effect; % is set by controls: 0 for no effect and ±100 for the full control effect
#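 Homogeneous kinetic assay of primer extension and strand displacement by 10 nM Pol beta, preincubated 15 min at room temperature with compound before 50 nM substrate (final) was added. Read at 0 and 10 min; four-parameter Hill fit.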
# * hit, by the source's call; ? = inconclusive; nt = not tested or not shown; & = joins results of further samples; [ ] = remark or other dose. Unless noted, calls come from the whole dose curve; as a rule, active = well fitted curve in the direction sought with a large enough effect; inconclusive = small, poorly fitted or top-dose-only effect, or another doubt; inactive = no such curve, though single readings can be large; an effect the other way counts as inactive or inconclusive.
no. | smiles | Pol beta inh | BLM inh | LDHA inh | Anesthetic bind | POLH inh | APE1 inh | POLI inh | POLK inh | Glioma ERSR ind
1 | C=C1SC(=Nc2c(C)cccc2Cl)N(C(=O)c2sc3ccccc3c2Cl)C12CCCCC2 | 0% | -5% | -4 | -2% | -9% | -3% | -4% | -7% | -9%
2 | CCN1CCCC1CN(Cc1cc2ccc(C)cc2[nH]c1=O)C(=S)Nc1ccccc1OC (stereo unspecified) | 38% | 3% | 4 | 11% | -21% | 22% | 2% | -4% | -5%
3 | CC(=O)Nc1ccc(/C=C2\Sc3ccccc3C2=O)cc1 | ? | -2% | 1 | 0% | -23% | -4% | 151%[activator] | -11% | -1%
4 | O=C(O)c1ccc(O)cc1O | nt | nt | -5 | nt | 1% | 20%&0%&4% | -4% | 7% | -2%
5 | CCCc1n[nH]c(=O)c2c1nnn2Cc1ccccc1 | 83% | -5% | -7 | -2% | -17% | 1% | 49%[activator] | -9% | -2%
6 | O=C(NCCc1ccc(Cl)cc1)c1ccc2c(c1)N(Cc1c(F)cccc1Cl)C(=O)CS2 | -3% | -3% | 0 | -8% | -15% | nt | 0% | -10% | -4%
7 | Cc1cccc(C)c1Nc1nc2ccccc2nc1NS(=O)(=O)c1ccccc1 | -1% | -6% | -9 | -16% | -2% | nt | -7% | -11% | -1%
8 | Cc1[nH]c(C)c(S(=O)(=O)N2CCN(c3ccccc3)CC2)c1C(=O)N1CCCC1 | -18% | 2% | 0 | -2% | -17% | -16% | 31%[activator] | -12% | 3%
9 | COc1cc(C(=O)N2CCCc3ccccc32)c([N+](=O)[O-])cc1OC | 24% | 1% | 3 | -17% | -5% | 8% | -15% | -5% | 0%
10 | O=C(Nc1ccc2ccccc2n1)c1ccc(Cl)cc1 | 3% | -4% | -7 | 6% | -15% | -4% | 87%[activator] | -21% | -2%
11 | Cc1nc(C)n(CC(O)COc2ccc3cc(Br)ccc3c2)n1 (stereo unspecified) | 69% | -5% | -2 | -12% | -9% | 5% | 3% | -13% | -1%
12 | COc1ccc(C(=O)OCC(=O)Nc2cc(C)on2)cc1S(=O)(=O)N1CCOCC1 | 0% | 0% | -12 | -13% | 11% | 3% | 7% | -3% | -2%

# Complete entries as entered above:
# O=C(NCCc1ccc(Cl)cc1)c1ccc2c(c1)N(Cc1c(F)cccc1Cl)C(=O)CS2 is listed as Pol beta inh = -3%; BLM inh = -3%; LDHA inh = 0; Anesthetic bind = -8%; POLH inh = -15%; APE1 inh = nt; POLI inh = 0%; POLK inh = -10%; Glioma ERSR ind = -4%
# C=C1SC(=Nc2c(C)cccc2Cl)N(C(=O)c2sc3ccccc3c2Cl)C12CCCCC2 is listed as Pol beta inh = 0%; BLM inh = -5%; LDHA inh = -4; Anesthetic bind = -2%; POLH inh = -9%; APE1 inh = -3%; POLI inh = -4%; POLK inh = -7%; Glioma ERSR ind = -9%
# COc1ccc(C(=O)OCC(=O)Nc2cc(C)on2)cc1S(=O)(=O)N1CCOCC1 is listed as Pol beta inh = 0%; BLM inh = 0%; LDHA inh = -12; Anesthetic bind = -13%; POLH inh = 11%; APE1 inh = 3%; POLI inh = 7%; POLK inh = -3%; Glioma ERSR ind = -2%

# Going on with the list:
no. | smiles | Pol beta inh | BLM inh | LDHA inh | Anesthetic bind | POLH inh | APE1 inh | POLI inh | POLK inh | Glioma ERSR ind
13 | CCCN(CC(=O)Nc1ccccc1C)C(=O)c1ccc(S(=O)(=O)N2CCC(C)CC2)cc1 | nt | nt | 1 | nt | -15% | 37% | 24% | -4% | 0%
14 | CCC(C(=O)Nc1nccs1)(C(F)(F)F)C(F)(F)F | -16% | -7% | -11 | ? | -15% | 13% | 19% | -6% | -3%
15 | CCOc1ccccc1NC(=O)c1ccc2c(c1)CCN2S(C)(=O)=O | 4% | -1% | -3 | -14% | -9% | nt | -11% | -17% | -1%
16 | Cc1ccc(P(=O)(CO)c2ccc(C)cc2)cc1 | -4% | 1% | -9 | 0% | -2% | -4% | 29% | -3% | -4%
17 | O=C(COc1ncnc2ccccc12)NCC1CCCO1 (stereo unspecified) | 1% | -7% | -1 | -3% | -8% | 3% | 42%[activator] | -6% | -3%
18 | CC(=O)Nc1ccc(S(=O)(=O)NC2CC(=O)N(c3cccc(F)c3)C2)cc1 (stereo unspecified) | nt | nt | -5 | nt | -15% | -1% | 33%[activator] | -7% | -4%
19 | O=C1CSC(=S)N1N1C(=O)c2cccc([N+](=O)[O-])c2C1=O | 3.2µM* | 121%[activator] | nt | -3% | nt | ? | nt | nt | nt
20 | COC(=O)c1cc(OC)nc2c1c(=O)n(C)c(=O)n2C | 46% | -2% | -22 | -14% | -4% | 2% | 18% | -13% | 1%
21 | CC(=O)Nc1ccc(NC(=O)C2CCCN2S(=O)(=O)c2ccc3c(c2)CCCC(=O)N3)cc1 (stereo unspecified) | 0% | 0% | -2 | -12% | -10% | nt | 5% | -2% | -1%
22 | CC(=O)Nc1ccc(C(=O)Cn2c3[n+](c4c(F)c(F)ccc42)CCCCC3)cc1 | 18% | 6% | 1 | -5% | -12% | 33% | 52%[activator] | -14% | -1%
23 | O=C(NC1C/C=C\C(c2ccccc2)N(c2ccccc2)C(=O)C1)OCC1c2ccccc2-c2ccccc21 (stereo unspecified) | nt | nt | 4 | nt | -2% | -5% | -14% | -14% | 0%
24 | CC(=O)c1c(C)[nH]c(C(=O)COC(=O)c2ccc(Cl)nc2)c1C | nt | nt | -17 | nt | -7% | -10% | 8% | 0% | 2%

# (list continues)
no. | smiles | Pol beta inh | BLM inh | LDHA inh | Anesthetic bind | POLH inh | APE1 inh | POLI inh | POLK inh | Glioma ERSR ind
25 | O=C(c1cccs1)N1CCCC(c2ccccc2)C1 (stereo unspecified) | -3% | -2% | 0 | ? | 12% | -1% | -1% | -4% | 5%
26 | O=C(O)CC(NC(=O)c1ccccc1NC(=O)c1ccccc1)C(=O)O (stereo unspecified) | 1% | 0% | -11 | 4% | -10% | -10% | 1% | -7% | 0%
27 | CCOC(=O)c1noc2nc(C)n(CC(=O)Nc3ccc(OC)c(Cl)c3)c(=O)c12 | 20µM* | -6% | -1 | -13% | -9% | nt | 10% | 4%[60.1 µM] | -1%
28 | CC(=O)Nc1cc(C(=O)N(C)Cc2ccco2)ccc1Sc1ccc(C)cc1 | -1% | -24% | -7 | -9% | -12% | 3% | 0% | -6% | -4%
29 | C=CCSc1nnc(-c2cc3c(C(F)(F)F)nn(C)c3s2)n1C | 91% | -1% | -6 | -22% | -3% | 3% | 14% | -4% | -4%
30 | Cc1nn(C)cc1C(=O)c1ccccc1 | nt | nt | -8 | nt | -17% | nt | 23% | -11% | -2%
31 | Cc1nc(SCc2ccc(C#N)cc2)n[nH]1 | 3% | -6% | -7 | -8% | -9% | -2% | 23% | -1% | 2%
32 | COc1ccc(C(C(=O)NCC2CCCO2)N(Cc2ccccc2)C(=O)c2snc(C(N)=O)c2N)cc1OC (stereo unspecified) | 14% | -5% | -4 | -11% | -8% | 17% | 3% | -1% | -4%
33 | CC1CCC2(CC1)NC(=O)N(CC(=O)Nc1ccc3c(c1)OCO3)C2=O (stereo unspecified) | nt | nt | 0 | nt | -4% | -11% | 23% | 9% | -4%
34 | O=C(Nc1ccon1)c1cccc(S(=O)(=O)N2CCCC2)c1 | 1% | -1% | -3 | 0% | -17% | -4% | 9%[58.9 µM] | -5% | 1%
35 | Cn1nccc1C(=O)NC1CC(C)(C)Cc2c1cnn2-c1ccc(F)cc1 (stereo unspecified) | 42% | -8% | -7 | -6% | -6% | 19% | 21% | -13% | -4%
36 | O=C1/C(=C/c2cccs2)SC(=S)N1NS(=O)(=O)c1ccccc1 | -4% | -8% | 0 | 4% | 0% | -5% | -2% | -14% | 0%

# Next part
no. | smiles | Pol beta inh | BLM inh | LDHA inh | Anesthetic bind | POLH inh | APE1 inh | POLI inh | POLK inh | Glioma ERSR ind
37 | O=C(CS(=O)(=O)c1cn(Cc2ccc(Cl)cc2)c2ccccc12)N1CCOCC1 | 1% | -1% | -18 | -3% | -9% | 0% | -6% | -15% | 0%
38 | COCCn1c(SCC(=O)Nc2ccccc2)nc2c1c(=O)[nH]c(=O)n2C | 2% | 1% | -5 | -9% | -4% | -4% | -13% | -2% | -1%
39 | CN1CCN(C2=C(Cl)C(=O)N(c3ccc(Cl)cc3)C2=O)CC1 | -10% | -5% | 0 | -12% | -9% | 21% | -17% | -2% | -1%
40 | Cc1nc2ccc3nc(NC(=O)c4ccco4)sc3c2s1 | nt | nt | 7 | nt | ? | nt | ? | ? | 2%
41 | Cc1c(Cl)cccc1NS(=O)(=O)c1ccc(-c2cnc(C3CC3)o2)cc1 | ? | -12% | -1 | 88%[activator] | -21% | nt | 32%[activator] | -4%[60.1 µM] | -3%
42 | NCC(=O)N1CCC(C(=O)N[C@@H](Cc2c[nH]c3ccccc23)C(=O)O)CC1 | 65% | 0% | 1 | 3% | -5% | -7% | 3% | 19% | -6%
43 | Cc1cc2c(NC(=O)Nc3ccc(C(F)(F)F)cc3)cccc2nn1 | 6% | -14% | 28 | -12% | -18% | -8% | ? | -14% | -2%
44 | COc1ccc(N2C(=O)[C@@H]3[C@H](C2=O)[C@H]2C=CC=NN2[C@@H]3C(=O)Nc2ccc(Cl)cc2)cc1 | -2% | -11% | 1 | -17% | -27% | ? | 31%[activator] | -16% | -5%
45 | CCOC(=O)[C@H]1[C@H]2COc3ccccc3[C@@H]2N2C(=O)[C@@H](C)NC(=O)[C@@]12C | nt | nt | 7 | nt | -9% | 13% | 41% | 5% | -4%

# Assay outcomes: PubChem BioAssay, National Center for Advancing Translational Sciences (NCATS)

# These rows are one share of the data; count on the stated rates, not on these rows.
